From PubChem
PGC1a acetyl inh: modulators of PGC1a acetylation | U2OS PGC1a acetylation, AlphaScreen anti-acetyl-lysine; with virally co-expressed GCN5 acetyltransferase | AID 651687 | inhibition, % at 15.6 µM | hit rate 0.17% among 350,000;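 active = every replicate shows inhibition of at least 40%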;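 note: 0% = neutral control wells and 100% = positive control wells; some results beyond the cut were filed as inactive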
EWS-Fli block: EWS/Fli transcriptional activity inhibition | A673 NR0B1-luciferase reporter, viability-normalised | inhibition, % at 12.6 µM | hit rate 0.67% among 350,000;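 active = mean inhibition of at least 50% after viability correction, with every replicate also passing that limit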;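 note: firefly luciferase signal divided by Alamar Blue viability fluorescence both relative to DMSO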
PAX8 inh HTS: lowers PAX8-driven luciferase in RMG-I cells; AID 652154; RMG-I TPO-luciferase reporter, SteadyGlo, 24 h; inhibition, % at 12.6 µM; hit rate 1.2% among 360,000;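 active = mean replicate inhibition at least 60% with every replicate also reaching 60%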;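 note: luciferase light reporting Pax8 driven TPO promoter activity; plate controls were median of neutral control wells for no effect and mitoxantrone controls for full effect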
FN deposition inh: fibronectin deposition inhibition; AH1F fibroblasts, Alexa488-fibronectin deposition fluorescence, overnight; inhibition, % at 12.6 µM; hit rate 0.086% among 350,000;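 active = mean inhibition across replicates of 30% or more, regardless of how many single replicates reach that level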;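 note: positive control wells lacked labelled fibronectin entirely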
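Assay system: AH1F fibroblast monolayer, labelled fibronectin deposition. Amount: 10000 cells per well. Also added: labelled fibronectin 24 nM. Compound: single-point pinned compound. Incubation: cell attachment 1 h, compound and FN exposure overnight. Detection: fluorescence after three HBSS washes, excitation 485 nm, emission 525 nm. Read-out: inhibition of fibronectin deposition signal.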
LGR2 inh: Drosophila LGR2 receptor signaling inhibition | HEK293 LGR2, CRE-luciferase, bursicon-stimulated, 4 h | inhibition, % at 9.99 µM | hit rate 0.35% among 380,000;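 active = drop in luminescence signal, shown as inhibition above about 50% in the replicate tests, limit read from the data, passing the limit was not always enough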;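 note: agonist challenge used bursicon conditioned medium at about half maximal strength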
S100A4 inh HTS: blocks human S100A4 binding to myosin IIA peptide; hit rate 0.14% among 360,000; inhibition, % at 10.7 µM; AID 652163; P26447; S100A4/TAMRA-MyoIIA peptide fluorescence polarization;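 active = mean inhibition of at least 70% across replicates, with every replicate also reaching that level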
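System – human S100A4 monomer protein, biochemical binding assay · Buffer or medium – Calcium-containing HEPES buffer, pH 7.2 · Timing – 5 min between mix addition and reading · Also added – TAMRA-labelled myosin IIA heavy-chain peptide probe, 5 nM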
PglD inh: inhibitors of Campylobacter jejuni PglD acetyltransferase. inhibition, % at 12.5 µM. AID 602405. hit rate 0.098% among 360,000. purified PglD enzyme, DTNB colorimetric CoA detection; in the data active = inhibition above about 16%, passing the limit was not always enough; note: strong numbers were not always called active
ERAP1 inh: inhibitors of human ERAP1 aminopeptidase | hit rate 0.15% among 340,000 | inhibition, % at 10.7 µM | recombinant ERAP1, Leu-AMC fluorescence, 60 min | Q9NZ08;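 active = mean replicate inhibition of at least 30%, or all replicates individually reaching that 30% level; inactive = mean below 30% and not every replicate reaching it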;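 note: 0% = neutral control wells and 100% = L-leucinethiol positive control wells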
Target sequence (Q9NZ08 whole entry, looked up): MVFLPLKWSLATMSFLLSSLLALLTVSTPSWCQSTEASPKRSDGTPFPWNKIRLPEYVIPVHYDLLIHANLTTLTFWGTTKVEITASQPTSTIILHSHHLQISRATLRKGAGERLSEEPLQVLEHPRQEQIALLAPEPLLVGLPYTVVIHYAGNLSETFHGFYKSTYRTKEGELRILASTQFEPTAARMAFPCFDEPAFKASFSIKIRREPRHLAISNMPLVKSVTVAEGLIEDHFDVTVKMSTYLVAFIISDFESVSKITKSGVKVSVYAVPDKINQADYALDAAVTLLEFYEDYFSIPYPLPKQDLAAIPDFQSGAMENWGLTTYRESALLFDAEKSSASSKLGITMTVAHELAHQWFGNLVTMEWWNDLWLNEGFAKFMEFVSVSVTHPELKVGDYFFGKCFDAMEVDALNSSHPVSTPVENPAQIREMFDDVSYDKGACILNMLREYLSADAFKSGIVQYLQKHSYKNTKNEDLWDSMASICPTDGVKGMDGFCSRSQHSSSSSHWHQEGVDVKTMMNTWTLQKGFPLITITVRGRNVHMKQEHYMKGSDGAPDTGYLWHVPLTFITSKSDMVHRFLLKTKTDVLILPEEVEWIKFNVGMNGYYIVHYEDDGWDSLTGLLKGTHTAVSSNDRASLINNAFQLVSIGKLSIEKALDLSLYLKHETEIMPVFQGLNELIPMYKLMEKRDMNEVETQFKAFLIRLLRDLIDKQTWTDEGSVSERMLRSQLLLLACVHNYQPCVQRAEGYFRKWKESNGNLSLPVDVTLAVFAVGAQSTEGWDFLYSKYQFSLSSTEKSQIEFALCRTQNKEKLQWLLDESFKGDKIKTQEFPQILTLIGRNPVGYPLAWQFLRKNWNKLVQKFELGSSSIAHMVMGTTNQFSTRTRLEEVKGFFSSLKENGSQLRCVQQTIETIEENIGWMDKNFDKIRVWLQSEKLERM
Active calls of the source: *; · = not tested or not shown.

#1 C[C@@H]1CN([C@H](C)CO)C(=O)c2cc(N(C)C)ccc2O[C@H]1CN(C)S(=O)(=O)c1ccccc1
#2 CC(OC(=O)c1ccc(Br)o1)C(=O)Nc1ccc2c(c1)OCCO2 (centres undefined)
#3 Cc1ccc2nc(Cl)c(-c3ccccc3)cc2c1
#4 O=C(c1ccc(COc2ccc3c(c2)CCC3)o1)N1CCN(c2ccccc2)CC1
#5 CC(C)n1ncc2c(C(=O)Nc3ccc(CC#N)cc3)cc(C3CC3)nc21
#6 CNC(=O)N1CCN(C(=O)NC)CC1
#7 C/C(Cc1ccccc1)=N\NC(=O)CNC(=O)COc1cccc(C)c1
#8 COc1ccc(C(=O)N2C(=O)c3ccc(N)cc3C2=O)cc1

| assay / compound | 1 | 2 | 3 | 4 | 5 | 6 | 7 | 8 |
| --- | --- | --- | --- | --- | --- | --- | --- | --- |
| PGC1a acetyl inh | 12 | · | 8 | -20 | · | 3 | 8 | · |
| EWS-Fli block | 2 | -4 | -37 | -68 | 18 | 0 | 2 | -79 |
| PAX8 inh HTS | 0 | -2 | -47 | · | 24 | · | 2 | -119 |
| FN deposition inh | · | 7 | 8 | · | 1 | · | 0 | 7 |
| LGR2 inh | 1 | -8 | -33 | -7 | 6 | 11 | -5 | -161 |
| S100A4 inh HTS | -5 | -3 | -5 | -1 | -11 | -1 | 4 | 8 |
| PglD inh | -1 | 1 | -2 | 0 | 3 | 0 | 4 | · |
| ERAP1 inh | 4 | 1 | 1 | -2 | -1 | -3 | 6 | 0 |

#9 CC1(C)CC(=O)C2=C(C1)Nc1ccccc1[S@]2=O
#10 Cc1nc2nc[nH]n2c(=O)c1CCOC(=O)c1c(F)cccc1F
#11 Cc1noc(C)c1COC(=O)c1ccccc1NC(=O)c1ccco1
#12 NC(=O)C1(c2ccccc2)CCCN1C(=O)c1ccccc1Br (centres undefined)
#13 Cc1ccc(NC(=O)C2CC(=O)OC23CCOC(C)(C)C3)cc1 (centres undefined)
#14 Cc1cc(C)c2ccc(=S)[nH]c2n1
#15 Cc1ccccc1-c1ccc([C@@H]2[C@H](CO)N3CCCCN(S(=O)(=O)c4cn(C)cn4)C[C@@H]23)cc1
#16 CC[C@@H](C)[C@H](NC(=O)Cc1c(C)c2cc3c(C)coc3c(C)c2oc1=O)C(=O)O

| assay / compound | 9 | 10 | 11 | 12 | 13 | 14 | 15 | 16 |
| --- | --- | --- | --- | --- | --- | --- | --- | --- |
| PGC1a acetyl inh | · | 6 | -2 | · | 5 | 7 | -5 | -2 |
| EWS-Fli block | -5 | 1 | 3 | 8 | · | -3 | · | 7 |
| PAX8 inh HTS | 7 | 3 | -3 | 11 | 9 | -8 | -2 | 2 |
| FN deposition inh | 5 | · | -6 | -4 | 1 | 10 | · | 0 |
| LGR2 inh | 8 | -6 | 14 | -6 | · | 4 | -5 | -13 |
| S100A4 inh HTS | 2 | -1 | -4 | 1 | · | -5 | -15 | 6 |
| PglD inh | · | · | 5 | · | 1 | -3 | -5 | 0 |
| ERAP1 inh | -3 | 3 | 2 | 0 | · | · | -1 | 3 |

Gathered by group, the compounds so far with a furan ring, fused or not (four)
#2 CC(OC(=O)c1ccc(Br)o1)C(=O)Nc1ccc2c(c1)OCCO2 (centres undefined)
#4 O=C(c1ccc(COc2ccc3c(c2)CCC3)o1)N1CCN(c2ccccc2)CC1
#11 Cc1noc(C)c1COC(=O)c1ccccc1NC(=O)c1ccco1
#16 CC[C@@H](C)[C@H](NC(=O)Cc1c(C)c2cc3c(C)coc3c(C)c2oc1=O)C(=O)O

| assay / compound | 2 | 4 | 11 | 16 |
| --- | --- | --- | --- | --- |
| PGC1a acetyl inh | · | -20 | -2 | -2 |
| EWS-Fli block | -4 | -68 | 3 | 7 |
| PAX8 inh HTS | -2 | · | -3 | 2 |
| FN deposition inh | 7 | · | -6 | 0 |
| LGR2 inh | -8 | -7 | 14 | -13 |
| S100A4 inh HTS | -3 | -1 | -4 | 6 |
| PglD inh | 1 | 0 | 5 | 0 |
| ERAP1 inh | 1 | -2 | 2 | 3 |

Reformatted with two lines to a compound: entries from further up
Results follow in this order: PGC1a acetyl inh	EWS-Fli block	PAX8 inh HTS	FN deposition inh	LGR2 inh	S100A4 inh HTS	PglD inh	ERAP1 inh
15) Cc1ccccc1-c1ccc([C@@H]2[C@H](CO)N3CCCCN(S(=O)(=O)c4cn(C)cn4)C[C@@H]23)cc1
    -5	·	-2	·	-5	-15	-5	-1
16) CC[C@@H](C)[C@H](NC(=O)Cc1c(C)c2cc3c(C)coc3c(C)c2oc1=O)C(=O)O
    -2	7	2	0	-13	6	0	3

(more compounds)
#17 c1ccc(N2CCN(Cc3ccc4c(c3)OCO4)CC2)nc1
#18 COc1ccc(Cl)cc1-n1c(C)cc(C(=O)O)c1C
#19 CCCCCN(C(=O)CN1CCC(Cc2ccccc2)CC1)c1c(N)n(CCCC)c(=O)[nH]c1=O
#20 CN(Cc1ccc(OC(F)F)cc1)Cc1nc2c(Br)cc(Br)cc2c(=O)[nH]1
#21 C=CCN1C(=O)[C@]2(O[C@H](CCO)[C@@H]([Si](C)(C)c3ccc(OC)cc3)[C@@H]2C)c2cc(N3CCOC3=O)ccc21
#22 C[C@@H]1CN([C@H](C)CO)C(=O)c2cc(NS(=O)(=O)c3ccccc3)ccc2O[C@@H](C)CCCCO[C@@H]1CN(C)S(=O)(=O)c1cn(C)cn1
#23 CCCOc1ccc(C(=O)NCC2OCCc3ccccc32)cc1OC (centres undefined)
#24 OC[C@@H]1[C@@H](c2ccc(-c3ccccc3)cc2)[C@@H]2CN(CCC(F)(F)F)CCCCN12

| assay / compound | 17 | 18 | 19 | 20 | 21 | 22 | 23 | 24 |
| --- | --- | --- | --- | --- | --- | --- | --- | --- |
| PGC1a acetyl inh | -9 | · | -1 | · | -14 | 8 | 1 | 0 |
| EWS-Fli block | -13 | · | 0 | 13 | -10 | -26 | -6 | -6 |
| PAX8 inh HTS | 8 | · | -16 | -5 | 17 | 14 | -13 | -17 |
| FN deposition inh | -6 | · | -10 | -4 | · | -10 | · | · |
| LGR2 inh | -6 | -12 | 1 | 0 | · | 11 | -1 | -16 |
| S100A4 inh HTS | -1 | -3 | 1 | -1 | -7 | 13 | 1 | -3 |
| PglD inh | -3 | 2 | · | · | -2 | 1 | · | 0 |
| ERAP1 inh | -3 | 1 | -1 | -2 | -1 | 2 | 0 | · |

Arranged by the number under PglD inh (smallest number first): some entries from above
No.	structure	PglD inh
17	c1ccc(N2CCN(Cc3ccc4c(c3)OCO4)CC2)nc1	-3
24	OC[C@@H]1[C@@H](c2ccc(-c3ccccc3)cc2)[C@@H]2CN(CCC(F)(F)F)CCCCN12	0
22	C[C@@H]1CN([C@H](C)CO)C(=O)c2cc(NS(=O)(=O)c3ccccc3)ccc2O[C@@H](C)CCCCO[C@@H]1CN(C)S(=O)(=O)c1cn(C)cn1	1

New compounds follow.
#25 COc1ccc(-n2c(SCC(=O)NCc3cccs3)nc3[nH]ncc3c2=O)cc1
#26 COc1ccc(C2(C(=O)NC3CCCCC3)CCOCC2)cc1OC
#27 CCOc1ccc(S(=O)(=O)Nc2ccc(C(=O)NCC3(N4CCCCC4)CCCCC3)cc2)cc1
#28 Cc1cc(Cl)ccc1C(=O)C1CCCN(C(=O)CCn2cnnn2)C1 (centres undefined)
#29 O=C(c1cccc(S(=O)(=O)N2CCCC2)c1)N(Cc1ccco1)C1CCS(=O)(=O)C1 (centres undefined)
#30 Cc1noc(C)c1NC(=O)N(C)C[C@H]1Oc2ncc(/C=C/c3ccccc3)cc2C(=O)N([C@@H](C)CO)C[C@@H]1C
#31 COc1cc(/C=N/NC(=O)CN2CCOCC2)ccc1OCc1ccccc1
#32 CC(C)NC(=S)NC(c1ccccc1)(c1ccccc1)c1ccccc1
#33 COc1ccc(CNC(=O)C[C@@H]2CC[C@H](NS(=O)(=O)c3cccc(OC)c3)[C@@H](CO)O2)cc1

| assay / compound | 25 | 26 | 27 | 28 | 29 | 30 | 31 | 32 | 33 |
| --- | --- | --- | --- | --- | --- | --- | --- | --- | --- |
| PGC1a acetyl inh | · | -39 | -5 | 3 | 10 | 13 | · | -14 | 34 |
| EWS-Fli block | -6 | · | 0 | 3 | -1 | -14 | -44 | 15 | -7 |
| PAX8 inh HTS | -6 | -1 | 4 | -5 | 5 | -7 | -84 | 31 | · |
| FN deposition inh | 5 | 8 | -4 | 2 | 3 | · | 7 | -7 | · |
| LGR2 inh | -10 | · | 15 | -15 | -15 | 8 | -1 | 11 | -7 |
| S100A4 inh HTS | -6 | · | -4 | -1 | 4 | 1 | -1 | -2 | 18 |
| PglD inh | · | 2 | -1 | · | 3 | -1 | · | 5 | 7 |
| ERAP1 inh | -1 | · | 3 | 2 | 1 | 0 | 5 | -1 | 0 |

Rewritten with values under each structure: 2 of the compounds above.
Every second line gives: PGC1a acetyl inh, EWS-Fli block, PAX8 inh HTS, FN deposition inh, LGR2 inh, S100A4 inh HTS, PglD inh, ERAP1 inh
31) COc1cc(/C=N/NC(=O)CN2CCOCC2)ccc1OCc1ccccc1
  ·, -44, -84, 7, -1, -1, ·, 5
32) CC(C)NC(=S)NC(c1ccccc1)(c1ccccc1)c1ccccc1
  -14, 15, 31, -7, 11, -2, 5, -1
